Jurkat NFkB inh: inhibitors of the PMA/ionomycin-induced NF-kB reporter in Jurkat cells | AID 435003 | 330,000 tested, 0.53% active | inhibition, % at 4 µM | PMA/ionomycin-induced NF-kB luciferase reporter, luminescence
UBC13 polyUb: blocks human UBC13 polyubiquitin chain formation; AID 485273; inhibition, % at 20 µM; TR-FRET; P61088; 330,000 tested, 0.47% active; in the data active = inhibition above about 45%, passing the limit was not always enough
Target sequence (P61088 whole entry, looked up): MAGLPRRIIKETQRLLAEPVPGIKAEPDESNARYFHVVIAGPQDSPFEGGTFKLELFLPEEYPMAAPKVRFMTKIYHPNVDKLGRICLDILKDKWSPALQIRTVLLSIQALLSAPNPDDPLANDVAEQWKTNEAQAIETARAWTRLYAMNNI
Gli-Sufu block: Gli-Sufu pathway antagonism; Sufu-KO-LIGHT fibroblasts, Gli luciferase reporter luminescence; inhibition, % at 5 µM; 340,000 tested, 0.74% active;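 active = inhibition above about 55%, limit read from the data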;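 note: 0% = DMSO-treated cells and 100% = wells with medium but no cells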
697 NFkB inh: lowers PMA/ionomycin-induced NF-kB signal in 697 B cells; 697 B-cell NF-kB luciferase reporter, 16 h; inhibition, % at 4 µM; 330,000 tested, 0.33% active; AID 435022; in the data active = inhibition above about 35%
HKDC1 inhibitor: blocks human hexokinase HKDC1 activity. AID 493160. inhibition, % at 20 µM. 340,000 tested, 0.16% active. Q2TB90. recombinant HKDC1, G6PDH/diaphorase resazurin coupled fluorescence;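 active = inhibition above about 35% when tested at 20 µM, limit read from the data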;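 note: plate controls were DMSO wells with enzyme for no effect and DMSO wells lacking enzyme for full effect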
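Assay system: recombinant HKDC1 hexokinase; detection: coupled resazurin fluorescence, excitation 525 nm, emission 613 nm; benchmarks: DMSO-plus-enzyme-mix negative control, buffer-substituted positive control; compound dosing: single 20 µM dose; schedule: 90 min at room temperature in dark; also added: glucose plus 1 mM ATP as hexokinase substrates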
SENP7 inh: inhibitors of human SENP7 protease; recombinant SENP7, Z-RLRGG-aminoluciferin luminescence, 40 min; inhibition, % at 5 µM; 330,000 tested, 1.5% active; AID 434973;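 active = inhibition above about 50% at the single test dose, limit read from the data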;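 note: plate controls were DMSO with enzyme for no effect and no enzyme buffer wells for full effect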
Target sequence (Q9BQF6 706-1050 limits assumed): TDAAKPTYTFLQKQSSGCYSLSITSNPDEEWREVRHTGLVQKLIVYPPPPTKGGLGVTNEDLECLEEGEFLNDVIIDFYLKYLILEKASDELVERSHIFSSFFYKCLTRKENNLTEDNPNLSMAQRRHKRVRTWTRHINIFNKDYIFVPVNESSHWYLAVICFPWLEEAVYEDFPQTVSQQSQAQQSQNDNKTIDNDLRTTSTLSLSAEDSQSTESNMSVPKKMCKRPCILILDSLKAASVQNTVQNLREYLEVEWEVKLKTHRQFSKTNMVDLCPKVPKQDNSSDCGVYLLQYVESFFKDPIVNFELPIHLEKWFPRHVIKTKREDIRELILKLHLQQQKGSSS
Apaf-1 inh: inhibitors of human Apaf-1 apoptosome; O14727; reconstituted apoptosome caspase-3 activity, DEVD-Rh110 fluorescence; inhibition, % at 20 µM; 330,000 tested, 0.71% active; AID 489030; active = inhibition of at least 40% at 20 µM;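 note: plate controls were DMSO wells for no effect and DEVD-CHO caspase inhibitor wells for full effect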
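System: reconstituted apoptosome with Apaf-1, cytochrome c, caspase-9, procaspase-3, dATP; Signal: Rh110 fluorescence intensity; Schedule: 30 min compound preincubation, 50 min activation, room temperature; Reagent: cytochrome c trigger plus (Z-DEVD)2-Rh110 caspase-3 substrate.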
SENP8 inh: SENP8 protease inhibition. Q96LD8. purified SENP8, Z-RLRGG-aminoluciferin cleavage, luminescence. inhibition, % at 10 µM. 330,000 tested, 1.2% active
Target sequence (Q96LD8 whole entry, looked up): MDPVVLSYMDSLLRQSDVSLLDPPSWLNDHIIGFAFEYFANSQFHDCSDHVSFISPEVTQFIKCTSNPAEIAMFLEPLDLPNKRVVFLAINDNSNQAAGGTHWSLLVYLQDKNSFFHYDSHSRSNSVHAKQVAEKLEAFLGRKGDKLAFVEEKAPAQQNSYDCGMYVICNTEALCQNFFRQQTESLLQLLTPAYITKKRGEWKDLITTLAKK
* hit, by the source's call. Cut-off read from the data, not from the text of the source, unless noted: active = inhibition above about 50%; inactive = the rest. This is a random part of the collection; about 3.6% have a hit in one of these screens.

SMILES	Jurkat NFkB inh	UBC13 polyUb	Gli-Sufu block	697 NFkB inh	HKDC1 inhibitor	SENP7 inh	Apaf-1 inh	SENP8 inh
O=C(O)C1CCN(C(=O)CSc2nc3cc(Cl)ccc3c(=O)n2Cc2ccccc2)CC1	5	0	-2	17	0	5	8	0
COc1ccc(NC(=O)CSc2nnc3ccc(-c4ccncc4)nn23)cc1	13	-2	-8	-2	-6	2	2	-1
COc1nc(NC(C)(C)C)nc(Oc2ccc(=O)n(C)n2)n1	-6	0	4	-3	-4	-2	-2	0
Cc1ccc(CSCC2Nc3ccc(C(=O)N4CCN(c5ccc(F)cc5)CC4)cc3NC2=O)cc1 (centres undefined)	19	-10	1	17	9	10	15	-1
CCCCNCc1ccc(SC)cc1	-9	-2	6	-6	-4	-7	-22	-7
O=C(CSc1ccc2nnc(-c3cccnc3)n2n1)Nc1ccc(F)cc1F	-3	-7	1	-18	-3	-3	-5	-8
Cc1ccc2nc(-c3ccccn3)cc(C(=O)Nc3ccc4c(c3)OCO4)c2c1	11	-16	10	8	-2	6	6	0
Cc1ccc2cccc(NC(=S)NC(=O)c3ccnn3C)c2n1	-4	6	22	-11	3	6	18	8
Cc1ccccc1NC(=S)N1CCC(NC(=O)c2ccco2)CC1	0	13	1	15	-5	3	-3	4
COc1ccc(CCNC(=O)c2ccc3c(c2)N(Cc2ccc(F)cc2)CCS3)c(OC)c1	-2	32	17	-21	2	10	20	10
Cc1ccc(NC(=O)N2CCCC2C(=O)NCC2CCCO2)cc1 (centres undefined)	-3	0	0	13	-3	4	-2	3
COc1cc2c(=O)n(CCC(=O)NCC3CCCO3)c(=O)n(CC(=O)c3ccc(Cl)cc3)c2cc1OC (centres undefined)	-4	-5	8	15	-5	3	-7	5

The closing 2 entries of the section above are carried over, then new ones follow.
SMILES	Jurkat NFkB inh	UBC13 polyUb	Gli-Sufu block	697 NFkB inh	HKDC1 inhibitor	SENP7 inh	Apaf-1 inh	SENP8 inh
Cc1ccc(NC(=O)N2CCCC2C(=O)NCC2CCCO2)cc1 (centres undefined)	-3	0	0	13	-3	4	-2	3
COc1cc2c(=O)n(CCC(=O)NCC3CCCO3)c(=O)n(CC(=O)c3ccc(Cl)cc3)c2cc1OC (centres undefined)	-4	-5	8	15	-5	3	-7	5
COc1cc(NC(=O)CSc2nnnn2-c2ccccc2)cc(OC)c1OC	1	-5	-11	8	-4	3	-1	10
O=C(NP(=O)(N1CCCC1)N1CCCC1)C1=C(N2CCOCC2)/C(=C/c2cccc([N+](=O)[O-])c2)CC1	-1	-6	5	7	-3	-2	7	-6
C=CCNC(=O)/C(C#N)=C\c1cc(Cl)c(OCC)c(OC)c1	-1	0	-5	3	-4	-5	10	-7
O=C(Nc1ccc2[nH]c3c(c2c1)CCCC3)c1ccco1	-18	-13	-2	-6	-5	5	-3	8
CCOC(=O)Cc1cc(=O)[nH]c(/N=C(\N)Nc2ccc(OC)cc2)n1	-2	-4	-5	10	-5	1	-4	-11
O=C(O)C(F)(F)C(NCc1ccccc1)c1ccccc1 (centres undefined)	-5	-12	-3	12	-3	-10	-9	-7
CCOc1ccc2nc(SC3CC(=O)N(c4ccc(OC)cc4)C3=O)sc2c1 (centres undefined)	-31	1	-34	-30	-2	5	14	-6
Cc1ccccc1NC(=O)COc1ccc(S(=O)(=O)N2CCCC2)cc1C	4	10	-11	12	-1	-10	-2	2
CCCCOCC(O)Cn1c(C)nc2ccccc21 (centres undefined)	4	7	5	12	8	4	-5	-2
CSc1nc(C2CC2)cc(-c2cccs2)c1C#N	6	4	-9	-4	-12	-2	7	-2
C=CCC[C@@H](Cc1ccc(F)cc1)C(=O)OC[C@@H](NC(=O)[C@H](CC=C)CC(=O)N(CCO)Cc1ccccc1)c1ccccc1	-5	-5	2	-21	2	12	31	6
CN(C(=O)COn1nnc2ccc(S(=O)(=O)N3CCOCC3)cc21)c1ccccc1	1	4	-4	32	1	-2	-5	9

Full records from above. Screens in order: Jurkat NFkB inh, UBC13 polyUb, Gli-Sufu block, 697 NFkB inh, HKDC1 inhibitor, SENP7 inh, Apaf-1 inh, SENP8 inh
`O=C(NP(=O)(N1CCCC1)N1CCCC1)C1=C(N2CCOCC2)/C(=C/c2cccc([N+](=O)[O-])c2)CC1` across the screens: -1, -6, 5, 7, -3, -2, 7, -6
`COc1cc(NC(=O)CSc2nnnn2-c2ccccc2)cc(OC)c1OC` across the screens: 1, -5, -11, 8, -4, 3, -1, 10
`O=C(O)C(F)(F)C(NCc1ccccc1)c1ccccc1` (centres undefined) across the screens: -5, -12, -3, 12, -3, -10, -9, -7
`CCOc1ccc2nc(SC3CC(=O)N(c4ccc(OC)cc4)C3=O)sc2c1` (centres undefined) across the screens: -31, 1, -34, -30, -2, 5, 14, -6

Remaining list, next part.
SMILES	Jurkat NFkB inh	UBC13 polyUb	Gli-Sufu block	697 NFkB inh	HKDC1 inhibitor	SENP7 inh	Apaf-1 inh	SENP8 inh
CC(C)(C)SCCNS(=O)(=O)c1ccc2ccccc2c1	6	8	1	19	-3	3	-1	5
CSCCC(NS(=O)(=O)c1ccc2c(c1)Cc1cc(S(=O)(=O)NC(CCSC)C(=O)O)ccc1-2)C(=O)O (centres undefined)	-6	2	5	12	4	4	8	3
CN1CCN(C(=O)/C(=C/c2cccs2)NC(=O)c2cccs2)CC1	-7	-7	1	-28	-2	-8	9	-6
COc1ccc(NC(=S)NN2CCOCC2)cc1OC	13	-4	-1	10	-8	8	-2	6
Cc1ccc(OCCNS(=O)(=O)c2ccc(Cl)cc2)cc1	-7	4	-49	9	-1	-1	10	-1
Cn1nc(C(=O)NCc2ccccc2)c2ccccc2c1=O	7	-5	2	-19	-2	1	2	-4
COc1ccc(S(=O)(=O)NCc2ccc(C(=O)O)cc2)cc1	-8	-1	0	-4	-15	-5	-3	-11
COC(=O)c1sc(NC(=O)COc2cccnc2[N+](=O)[O-])c(C(=O)OC)c1C	-9	-23	0	30	2	2	-7	10
Cc1ccc2nc(SCC(=O)Nc3ncccn3)[nH]c2c1	-19	-4	-1	0	1	-6	3	-7
COc1ccc(C(=O)NCCn2nc(C)cc2C)cc1OC1CCN(C(C)=O)CC1	5	0	6	-3	-7	0	5	8
CCCNS(=O)(=O)c1ccc(OCC(=O)Nc2ccc3c(c2)OCCO3)cc1	14	-6	-4	-13	-4	2	-5	-3
CCC1CCCCN1C(=S)NCc1ccccc1 (centres undefined)	2	7	1	3	-12	2	6	-1
Cc1ccc(C2=Nc3ccccc3N=C(c3ccc([N+](=O)[O-])cc3)C2)c(O)c1	1	-8	6	-10	-13	-6	3	-5
O=c1[nH]c(=O)n(C2CCCO2)cc1F (centres undefined)	10	-10	-15	-3	2	-2	-3	-1
CCn1c(SCC(=O)OC)nnc1-c1ccc(C)cc1	0	-3	-1	31	-4	10	-14	-4
CN1C(=O)Cc2cc(S(=O)(=O)NCCc3ccccc3)ccc21	12	3	-14	23	5	0	7	-1
CC[C@H](C)NC(=O)c1ccc(Cn2c(=S)[nH]c3c([nH]c4ccc(OC)cc43)c2=O)cc1	0	-15	-12	10	-11	4	5	-6
CCCn1c(CN(Cc2ccccc2)Cc2ccccc2)nc2c1c(=O)n(C)c(=O)n2C	1	17	8	-5	1	-7	25	1
CC(=O)Nc1ccc(-c2nnn(CC(=O)Nc3ccc4c(c3)OCO4)n2)cc1Cl	23	2	-6	12	5	-4	-5	-1
N#Cc1c(N)c(C#N)c(-c2ccc3c(c2)OCO3)c2c1CCCC2	11	19	-14	-7	-3	-3	19	-2
COc1cc(/C=C2/SC(=S)N(CC(=O)NC(C)(C)C)C2=O)cc(OC)c1OC	9	-8	5	3	-4	2	9	-4
COc1ccc(C(=O)C[n+]2ccc3c(c2)nc(-c2cc(OC)c(OC)cc2OC)n3C)cc1	3	0	19	7	-9	3	-14	-4
COc1cccc(-c2ncc3ccccc3c2COC(=O)c2ccco2)c1	1	29	-1	10	4	1	-2	6
CC(=O)c1cccc(N2C(=NC(=O)CCc3ccccc3)SC3CS(=O)(=O)CC32)c1 (centres undefined)	-8	-7	-3	-50	-6	1	-3	5

Another view of some results above.
> COc1ccc(C(=O)C[n+]2ccc3c(c2)nc(-c2cc(OC)c(OC)cc2OC)n3C)cc1
  Jurkat NFkB inh: 3
  UBC13 polyUb: 0
  Gli-Sufu block: 19
  697 NFkB inh: 7
  HKDC1 inhibitor: -9
  SENP7 inh: 3
  Apaf-1 inh: -14
  SENP8 inh: -4
> CSCCC(NS(=O)(=O)c1ccc2c(c1)Cc1cc(S(=O)(=O)NC(CCSC)C(=O)O)ccc1-2)C(=O)O (centres undefined)
  Jurkat NFkB inh: -6
  UBC13 polyUb: 2
  Gli-Sufu block: 5
  697 NFkB inh: 12
  HKDC1 inhibitor: 4
  SENP7 inh: 4
  Apaf-1 inh: 8
  SENP8 inh: 3
> COc1ccc(NC(=S)NN2CCOCC2)cc1OC
  Jurkat NFkB inh: 13
  UBC13 polyUb: -4
  Gli-Sufu block: -1
  697 NFkB inh: 10
  HKDC1 inhibitor: -8
  SENP7 inh: 8
  Apaf-1 inh: -2
  SENP8 inh: 6
> O=C(O)C1CCN(C(=O)CSc2nc3cc(Cl)ccc3c(=O)n2Cc2ccccc2)CC1
  Jurkat NFkB inh: 5
  UBC13 polyUb: 0
  Gli-Sufu block: -2
  697 NFkB inh: 17
  HKDC1 inhibitor: 0
  SENP7 inh: 5
  Apaf-1 inh: 8
  SENP8 inh: 0

Remaining list, next part:
SMILES	Jurkat NFkB inh	UBC13 polyUb	Gli-Sufu block	697 NFkB inh	HKDC1 inhibitor	SENP7 inh	Apaf-1 inh	SENP8 inh
O=C(CN1CCN(C(=O)c2ccc(-c3nc4ccccc4s3)o2)CC1)Nc1ccccc1Cl	-52	9	-17	-71	7	5	30	12
COc1ccc(CC(=O)NNC(=O)CCC(=O)Nc2cc(C)ccc2C)cc1	-6	1	82*	16	-5	2	7	7
COc1ccc(NC(=S)Nc2ccc(N)c([N+](=O)[O-])c2)cc1	-50	-61	-26	-81	-2	2	12	-1
CCOc1ccccc1NC(=O)NS(=O)(=O)c1ccc(C)cc1	-9	-7	-3	15	3	7	9	10
CCc1nn2c(=O)cc(COc3ccc(NC(=O)c4ccco4)cc3)nc2s1	6	-7	42	5	4	12	5	-2
CN(Cc1ccsc1)C(=O)CCc1nnc(CCCc2ccccc2)o1	-55	-1	4	-58	-2	6	-16	3
O=C(/C=C/c1ccccc1)NC(NC(=S)Nc1cccc(Cl)c1)C(Cl)(Cl)Cl (centres undefined)	-7	-16	2	-26	0	-4	9	-5
O=C(N/N=C/c1c[nH]c2ccccc12)c1ccncc1	19	-5	1	9	2	7	-7	1
CCOc1ccc(NC2=NC(C)(C)N=C(N)N2)cc1	-3	11	3	10	-5	1	-5	-4
Cc1onc(-c2ccccc2)c1C(=O)NCc1cccc(Cl)c1	6	6	-14	-9	-3	0	5	3
Cc1cc(C)cc(C(=O)NCc2ccc3c(c2)OCO3)c1	-14	4	-5	-15	2	6	-5	4
COc1ccc(-c2noc(CNC(=O)c3ccoc3C)n2)cc1	-6	4	-4	5	-7	-3	-5	-3
CCCCNC(=O)Oc1ccc(C(=O)N2c3ccccc3NC(=O)C2C)cc1 (centres undefined)	2	4	-1	12	4	-8	1	0
COCCCNC(=O)Cn1ccc(NC(=O)OCc2ccccc2)nc1=O	-14	-3	-8	6	-4	-12	11	-18
Cc1nn(Cc2cccc(C(=O)Nn3cc([N+](=O)[O-])cn3)c2)c(C)c1[N+](=O)[O-]	-14	-9	2	1	-4	1	19	19
Cc1cc(-c2ccc(S(=O)(=O)Nc3ccc(C#N)cc3)s2)on1	4	-6	15	-9	1	2	-8	-1

Source: PubChem (Sanford-Burnham Center for Chemical Genomics)
